MT1-MMP act inh – blockers of MT1-MMP proenzyme processing, primary screen, HT1080 RFP-PRO-GFP cells, GFP/RFP fluorescence; GFP/RFP ratio fluorescence, overnight; percent of plate control window, DMSO zero; 360,000 compounds, 0.061% hits; GFP/RFP ratio change, % at 20 µM; AID 651647, 2012; Matrix metalloproteinase-14 (Homo sapiens), P50281;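 active = GFP/RFP ratio change of at least 30% with cell ATP level not reduced by more than half and red fluorescence within 50% of control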; also: strong numbers were not always called active
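Compound: 20 µM single dose, 1% DMSO / System: HT1080 RFP-PRO-GFP cells / Controls: DMSO and RFP-L50D-GFP cell wells / Read-out basis: GFP/RFP fluorescence ratio / Schedule: overnight compound exposure at 37 °C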
PABP1 MLLE inh – inhibitors of PABP1 MLLE–PAM2 peptide binding, primary screen, biochemical, fluorescence polarization, FITC-PAM2, GST-MLLE; Polyadenylate-binding protein 1 (Homo sapiens), P11940; inhibition, % at 20 µM; 360,000 compounds, 0.36% hits; in the data active = inhibition above about 35%, passing the limit was not always enough;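 also: plate controls were DMSO wells with GST-MLLE for no effect and wells lacking GST-MLLE protein for full effect; some results filed as inactive read as strong as hits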
Rin1-Abl PPI inh – inhibitors of Rin1-Abl protein binding, primary screen, biochemical, TR-FRET; Tyrosine-protein kinase ABL1 (Homo sapiens) + Ras and Rab interactor 1 (Homo sapiens), …; 360,000 compounds, 0.4% hits; inhibition, % at 7.35 µM; in the data active = inhibition above about 5%, passing the limit was not always enough
Neddyl block – inhibitors of cullin neddylation, primary screen, biochemical, TR-FRET, uHTS, NAE and Ubc12 | calls only at 25 µM | 360,000 compounds, 0.58% hits; in the data active = inhibition above about 36%
NRP1-CendR mod – modulators of CendR peptide binding to NRP-1, primary screen, biochemical, fluorescence polarization, uHTS | AID 602438, 2012 | 360,000 compounds, 0.85% hits | Neuropilin-1 (Homo sapiens), O14786 | FAM-RPARPAR peptide binding to NRP-1 | inhibition, % at 25 µM;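 active = inhibition or corrected inhibition above about 18%, plus a signal ratio from 0.5 to 1.5, limit read from the data, passing the limit was not always enough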; also: strong numbers were not always called active
bovine MsrA act – bovine MsrA enzyme activators, primary screen, biochemical, absorbance, HTS; Methionine sulfoxide reductase A (Bos taurus); purified bovine MsrA, absorbance read-out; activation, % at 10.6 µM; 360,000 compounds, 0.3% hits; AID 602163, 2012; in the data active = activation above about 7.5%;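 also: 0% = vehicle and 100% = reference activator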
FAS-TE inh – FAS thioesterase domain inhibitors, primary screen, biochemical, fluorescence intensity, uHTS | Fatty acid synthase (Homo sapiens), P49327 | recombinant FAS-TE, OMFH fluorogenic substrate, fluorescence endpoint | inhibition, % at 15 µM | 360,000 compounds, 0.67% hits | AID 602261, 2012;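 active = compounds whose normalised, plate-corrected inhibition of enzyme fluorescence in the single-dose primary screen is 50% or more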;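 also: 0% = DMSO with enzyme and 100% = substrate without enzyme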
Target sequence (P49327 whole entry, looked up, the tested form may be a part): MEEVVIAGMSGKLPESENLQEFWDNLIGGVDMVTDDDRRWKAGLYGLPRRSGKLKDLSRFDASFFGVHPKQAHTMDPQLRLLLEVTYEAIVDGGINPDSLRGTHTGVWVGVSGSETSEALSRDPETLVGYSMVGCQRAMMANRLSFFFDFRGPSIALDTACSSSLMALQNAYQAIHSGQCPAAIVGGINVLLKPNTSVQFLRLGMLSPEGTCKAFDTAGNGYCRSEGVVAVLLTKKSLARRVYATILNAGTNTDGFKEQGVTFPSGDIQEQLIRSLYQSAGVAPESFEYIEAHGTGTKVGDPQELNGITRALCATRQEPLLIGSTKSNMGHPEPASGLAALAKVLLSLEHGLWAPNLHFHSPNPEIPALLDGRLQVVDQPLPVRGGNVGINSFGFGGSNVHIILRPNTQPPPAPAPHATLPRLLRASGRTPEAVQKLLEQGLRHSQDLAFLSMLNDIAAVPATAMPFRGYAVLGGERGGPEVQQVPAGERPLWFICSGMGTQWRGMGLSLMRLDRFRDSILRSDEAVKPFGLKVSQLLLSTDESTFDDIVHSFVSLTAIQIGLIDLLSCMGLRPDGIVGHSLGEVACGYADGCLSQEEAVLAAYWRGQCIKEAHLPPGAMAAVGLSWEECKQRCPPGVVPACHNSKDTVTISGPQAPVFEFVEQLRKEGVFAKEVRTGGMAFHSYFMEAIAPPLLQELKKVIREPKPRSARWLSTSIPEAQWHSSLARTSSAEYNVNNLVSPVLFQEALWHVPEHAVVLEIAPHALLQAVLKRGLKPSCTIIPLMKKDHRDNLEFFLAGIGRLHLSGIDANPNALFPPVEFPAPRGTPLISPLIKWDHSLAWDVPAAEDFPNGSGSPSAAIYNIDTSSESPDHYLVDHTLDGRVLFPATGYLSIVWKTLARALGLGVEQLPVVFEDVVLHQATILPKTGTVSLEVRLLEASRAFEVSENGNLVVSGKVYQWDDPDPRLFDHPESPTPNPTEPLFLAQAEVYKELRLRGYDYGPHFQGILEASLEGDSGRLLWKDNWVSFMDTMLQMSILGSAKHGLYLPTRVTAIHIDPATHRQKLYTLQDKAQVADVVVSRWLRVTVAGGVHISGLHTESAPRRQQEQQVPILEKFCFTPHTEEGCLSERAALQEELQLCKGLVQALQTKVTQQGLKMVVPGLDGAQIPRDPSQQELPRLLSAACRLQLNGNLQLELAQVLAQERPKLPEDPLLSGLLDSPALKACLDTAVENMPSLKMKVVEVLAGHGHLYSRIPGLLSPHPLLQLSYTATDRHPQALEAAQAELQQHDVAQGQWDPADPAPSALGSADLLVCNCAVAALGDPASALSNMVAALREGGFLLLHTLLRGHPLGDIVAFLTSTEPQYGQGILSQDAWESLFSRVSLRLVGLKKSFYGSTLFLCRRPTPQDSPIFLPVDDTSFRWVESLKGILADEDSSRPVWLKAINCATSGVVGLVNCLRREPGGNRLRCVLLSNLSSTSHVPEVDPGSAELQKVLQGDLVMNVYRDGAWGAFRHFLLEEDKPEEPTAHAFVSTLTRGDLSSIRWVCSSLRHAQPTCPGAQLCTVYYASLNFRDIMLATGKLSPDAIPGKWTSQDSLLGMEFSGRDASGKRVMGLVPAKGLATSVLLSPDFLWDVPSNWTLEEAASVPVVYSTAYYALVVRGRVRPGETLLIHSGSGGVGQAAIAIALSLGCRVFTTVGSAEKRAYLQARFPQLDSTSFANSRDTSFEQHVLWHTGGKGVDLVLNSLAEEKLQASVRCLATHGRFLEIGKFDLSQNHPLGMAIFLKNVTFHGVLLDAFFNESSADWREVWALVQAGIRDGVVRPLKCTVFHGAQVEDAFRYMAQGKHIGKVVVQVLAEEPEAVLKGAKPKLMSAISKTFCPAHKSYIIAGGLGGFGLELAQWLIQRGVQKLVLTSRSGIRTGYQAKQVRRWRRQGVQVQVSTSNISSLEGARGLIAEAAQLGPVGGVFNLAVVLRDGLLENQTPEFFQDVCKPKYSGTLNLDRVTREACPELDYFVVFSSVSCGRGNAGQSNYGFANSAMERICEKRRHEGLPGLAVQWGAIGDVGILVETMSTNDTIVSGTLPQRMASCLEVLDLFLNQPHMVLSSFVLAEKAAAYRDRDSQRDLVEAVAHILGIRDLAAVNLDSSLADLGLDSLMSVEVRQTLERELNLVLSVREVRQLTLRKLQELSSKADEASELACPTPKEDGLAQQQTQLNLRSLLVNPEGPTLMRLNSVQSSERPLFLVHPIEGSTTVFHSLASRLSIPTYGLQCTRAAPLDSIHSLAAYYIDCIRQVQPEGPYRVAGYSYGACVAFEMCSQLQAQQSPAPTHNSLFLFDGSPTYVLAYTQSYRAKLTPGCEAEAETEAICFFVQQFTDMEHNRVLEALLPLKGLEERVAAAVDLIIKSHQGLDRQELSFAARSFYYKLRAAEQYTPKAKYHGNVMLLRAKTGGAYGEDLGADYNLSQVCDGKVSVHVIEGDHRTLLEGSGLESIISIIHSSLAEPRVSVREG
SKN-1 inh – suppressors of acrylamide-induced Pgst-4::GFP reporter in worms, primary screen, SKN-1 inhibitor project, whole organism, uHTS, GFP/RFP fluorescence ratio, strain VP596; C. elegans VP596 Pgst-4::GFP/RFP ratio, 24 h; 360,000 compounds, 0.49% hits; inhibition, % at 21.8 µM; AID 624304, 2012;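 active = interference check ratio from 0.5 to 1.5 plus GFP to RFP signal ratio inhibition reaching or exceeding a fixed threshold, cut at about 30% in these data, passing the limit was not always enough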; also: some compounds called inactive have numbers as strong as hits
E coli Lon inh – inhibitors of E. coli Lon protease, primary screen, biochemical, fluorescence polarization | inhibition, % at 7.94 µM | purified E. coli Lon protease | P0A9M0 | 360,000 compounds, 0.42% hits; in the data active = inhibition above about 13%, passing the limit was not always enough;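 also: 0% = enzyme with probe and DMSO and 100% = no enzyme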
Numbers without * were called inactive; i = inactive; . = not tested or not shown.

Results follow in this order: MT1-MMP act inh | PABP1 MLLE inh | Rin1-Abl PPI inh | Neddyl block | NRP1-CendR mod | bovine MsrA act | FAS-TE inh | SKN-1 inh | E coli Lon inh
1. COC(=O)CSc1nnc(Cc2cc(=O)[nH]c(=O)[nH]2)n1-c1cccc(OC)c1
 : -2.9 | 7.7 | 0.2 | i | 9.9 | 2.8 | -3.6 | 16.3 | 16.7
2. Clc1cc2c(cc1/C=N/Nc1nc(N3CCOCC3)nc(N3CCOCC3)n1)OCO2
 : 5.5 | 3.0 | 1.5 | i | -6.3 | -4.0 | 11.6 | 0.7 | 0.1
3. O=C(Nc1cc2c(cc1Cl)OCCCO2)c1ccccc1
 : 3.2 | -0.6 | 1.7 | i | 5.6 | 1.8 | -4.6 | 17.1 | 4.3
4. CCc1ccc(NC(=O)CO/N=C(\C)c2cc3ccccc3o2)cc1
 : 3.2 | -34.2 | 1.6 | i | -3.0 | -0.7 | 21.9 | 1.2 | 2.0
5. CCOC(=O)CSc1ccc(C(=O)N2CCN(C)CC2)cc1[N+](=O)[O-]
 : -1.3 | 9.8 | -2.3 | i | 7.5 | -1.9 | -1.1 | -6.9 | -5.3
6. CCOC(=O)c1ccc(NC(=S)NNC(C)(C)C)cc1
 : 0.9 | -15.7 | -0.7 | i | -5.6 | -2.2 | -1.8 | 7.6 | -5.0
7. COc1ccc(CN(CC2CCC(C(=O)O)CC2)C(=S)Nc2cc(Cl)ccc2OC)cc1 (stereo not drawn)
 : -0.8 | -11.9 | 2.6 | i | -0.9 | -4.9 | -2.6 | 1.6 | -0.9
8. CC1CCN(c2c(NCC3CCC(C(=O)NCc4ccccc4Cl)CC3)c(=O)c2=O)CC1 (stereo not drawn)
 : -2.0 | -14.8 | -0.3 | i | 0.0 | -0.5 | 4.4 | 8.1 | -3.7
9. CCCCn1cnc2c(oc3nc4c(cc32)CCCC4)c1=O
 : -1.1 | 5.7 | 3.5 | i | -3.2 | -1.7 | 0.4 | 0.1 | -5.9
10. COc1cc(OC)c(NC2c3ccccc3C(=O)N2c2cc(C)ccn2)cc1Cl (stereo not drawn)
 : 5.2 | -3.6 | -2.3 | i | 2.8 | -1.4 | 12.9 | 2.3 | 0.8
11. O=C(Nc1nnc(S(=O)(=O)N2CCCC2)s1)c1ccccc1Br
 : . | -25.2 | -0.6 | i | -0.1 | -1.1 | -2.1 | 17.8 | 4.1
12. COc1ccc(-c2nc3cc(C)ccn3c2NC(=O)c2c(F)cccc2Cl)cc1
 : 2.8 | 5.4 | 1.8 | i | -5.1 | -3.5 | -2.5 | 3.7 | -6.3
13. CCOC(=O)Nc1cccc(OCC(=O)Nc2ccccc2OC)c1
 : 0.4 | -3.7 | 3.6 | i | 4.3 | -9.0 | 5.5 | -18.6 | -7.2
14. Nc1c(C=C2C=CC(=O)C=C2)c(=O)nc2sc(CC(=O)N3CCCCC3)nn12
 : -3.4 | -2.0 | 0.7 | i | -39.8 | -6.8 | -7.5 | 6.1 | -14.2
15. COc1cc(SC)ccc1C(=O)Nc1ccc(Cl)cn1
 : -2.1 | 5.2 | -4.2 | i | 0.3 | -2.6 | 14.0 | 35.3* | 4.0
16. CCOC(=O)N1CCC(NC(=O)c2ccc3c(c2)N=C(CC)c2cc(C)ccc2S3)CC1
 : -10.3 | 2.1 | 2.7 | i | 3.8 | -8.2 | 13.0 | -2.2 | -3.3
17. COC(=O)c1ccccc1NC(=O)CSc1ncccn1
 : -1.5 | -62.4 | 1.1 | i | -4.5 | 1.5 | -3.7 | 9.4 | -3.7
18. O=C(Nc1ccc(S(=O)(=O)Nc2ncccn2)cc1)c1ccccc1NS(=O)(=O)c1ccc(Cl)cc1
 : 1.5 | 17.2 | -0.2 | . | -28.8 | -0.3 | -0.3 | 5.0 | -6.5
19. CCOc1ccc(/C=N/Nc2ccccn2)cc1OC
 : 5.6 | -1.5 | -8.8 | i | -9.1 | -6.3 | -0.9 | 1.6 | -5.8
20. CC(=O)N1c2ccc(S(=O)(=O)N3CCC(C(=O)N4CCN(c5ccccc5)CC4)CC3)cc2CC1C (stereo not drawn)
 : 1.1 | 7.4 | 0.9 | i | -1.0 | -1.5 | 5.5 | 25.5 | -6.0
21. O=C(C(=O)N1CCc2ccccc2C1)c1cn(CC(=O)N2CCCC2)c2ccccc12
 : -2.5 | 4.6 | -3.5 | i | -20.2 | -5.7 | -7.5 | 4.2 | 16.7
22. COc1cccc(Nc2c(F)c(OC)c(F)c(F)c2C(=O)O)c1
 : 0.7 | 5.5 | -1.9 | i | -10.9 | -4.2 | -3.7 | -7.7 | 6.8
23. C=C(C)c1cccc(C(C)(C)NC(=O)Nc2cc(C)ccc2OC)c1
 : -15.8 | 4.2 | -5.8 | i | 11.7 | -8.0 | 16.3 | -8.4 | -19.4
24. CCn1c(O)c(C=Nc2ccccc2)n(-c2ccccc2)c1=S
 : -3.2 | 8.2 | 0.2 | i | -6.9 | -7.4 | 11.8 | 8.8 | -5.0
25. COc1ccc([N+](=O)[O-])cc1N(CC(=O)NC1CCCCC1)S(C)(=O)=O
 : 0.4 | 3.5 | -0.7 | i | -0.9 | -1.4 | 3.8 | -0.2 | -1.9
26. CCn1c(CSc2nc(C)cc(C)n2)nnc1SCC(=O)N1CCCc2ccccc21
 : 4.9 | -4.9 | -3.8 | i | 0.1 | 0.7 | -2.4 | 13.3 | -2.9
27. CC(NC(=O)CCNC(=O)c1ccc(C(C)(C)C)cc1)c1ccccc1 (stereo not drawn)
 : 2.2 | -8.8 | 2.0 | i | 6.7 | 3.2 | -2.0 | 17.8 | -7.8
28. O=c1[nH]ncc2c3ccccc3n(Cc3cccc(Cl)c3)c12
 : -27.3 | -121.7 | -0.7 | i | -224.7 | -0.3 | -4.6 | 4.7 | -122.4
29. COc1ccc(OC)c(S(=O)(=O)N2CCC(C(=O)NCCc3ccc(OC)c(OC)c3)CC2)c1
 : 5.0 | 8.4 | 3.6 | i | 11.4 | -11.2 | -7.3 | -1.9 | -2.1
30. Cc1ccc(C(=O)Cn2nnc(-c3ccccc3)n2)cc1
 : -1.9 | -38.4 | 1.1 | i | 5.1 | -2.5 | 14.9 | 5.0 | -0.6

More compounds follow:
Results follow in this order: MT1-MMP act inh | PABP1 MLLE inh | Rin1-Abl PPI inh | Neddyl block | NRP1-CendR mod | bovine MsrA act | FAS-TE inh | SKN-1 inh | E coli Lon inh
31. CC1CCC(NC(=O)c2nn(C)c3c2CSc2ccccc2-3)CC1 (stereo not drawn)
 : 7.9 | 12.0 | 2.5 | i | 9.0 | -2.3 | 8.8 | 1.2 | -5.5
32. CC1CN(c2ccc(NC(=S)NNCCC#N)cc2)CC(C)O1 (stereo not drawn)
 : 1.3 | -99.9 | 2.6 | i | 5.8 | -3.4 | -7.4 | 4.3 | -7.6
33. COc1ccc(N2CCN(C(=O)c3cc(-c4cc(OC)ccc4OC)nc4ccccc34)CC2)cc1
 : 19.3 | -4.0 | -4.3 | i | 1.3 | -1.2 | 30.0 | 4.9 | -3.4
34. CC(=O)C1(C)N(O)C(C)(C)C(c2ccco2)=[N+]1[O-] (stereo not drawn)
 : -1.3 | -10.9 | -3.4 | i | -9.6 | -0.6 | -6.8 | -0.2 | 4.3
35. O=C1NC(=O)/C(=C/c2ccc(-c3cc(C(=O)O)ccc3Cl)o2)S1
 : 6.4 | -3.2 | 0.4 | i | -82.3 | -3.8 | -1.8 | -1.5 | -9.6
36. COc1ccc(-c2csc(/C(C#N)=C\c3ccc(O)c([N+](=O)[O-])c3)n2)cc1OC
 : 5.5 | -35.4 | -2.8 | i | -60.4 | -0.9 | -33.1 | 16.1 | -8.3
37. O=C(Nc1ccc(Cl)cc1)Nc1nnc(SCc2ccc(Cl)cc2)s1
 : -11.1 | -19.1 | -2.2 | i | 3.7 | -3.2 | -3.8 | -9.4 | -15.5
38. Nc1nc(SCC(=O)Nc2cccc(F)c2)n[nH]1
 : -2.2 | -9.1 | 1.8 | i | 9.5 | -3.1 | -8.6 | -14.6 | -15.0
39. O=C1Nc2ccc(Br)cc2/C1=C/C(=O)c1ccc2c(c1)OCO2
 : -10.3 | -16.9 | 0.6 | i | -0.2 | -3.0 | 4.4 | -6.5 | -2.0
40. CCN(CC)CCCNC(=O)c1cn(CC)c2ccc(S(=O)(=O)N(C)C3CCCCC3)cc2c1=O
 : -5.6 | -13.0 | 4.7 | i | -7.2 | -4.6 | -6.3 | -4.9 | -5.3
41. O=C(O)COc1ccc(/C=C2\SC(=Nc3ccccc3)N(c3ccccc3)C2=O)cc1
 : -1.7 | 2.9 | -1.7 | i | 1.0 | -3.3 | -8.6 | 8.8 | -10.9
42. CC(C)C[C@H]1COc2cc(Br)ccc2S(=O)(=O)N1
 : 3.9 | 1.2 | -0.8 | i | 2.1 | -1.3 | 5.3 | -3.7 | -12.4
43. Cn1c(Cn2cnc3ccccc32)nc2ccccc21
 : -3.8 | -9.6 | -1.6 | i | -0.4 | -3.0 | -0.2 | -8.1 | 0.7
44. COc1ccc2[nH]c(C(=O)N(Cc3ccccn3)Cc3ccccn3)cc2c1
 : -0.6 | -5.7 | -1.8 | . | -17.1 | -1.4 | -4.6 | 1.2 | 4.5
45. CC(C)OC(=O)CSc1nc(-c2ccc(F)cc2)nc2ccc(F)cc12
 : -4.4 | -6.1 | 6.8 | i | 1.5 | 2.4 | -0.8 | 34.1 | -7.1
46. CCN(Cc1ccccc1)C(=O)Cn1cnc2c1c(=O)n(C)c(=O)n2C
 : -3.3 | 6.7 | -3.5 | i | 5.0 | -2.7 | -1.6 | 14.0 | -8.3
47. C=CC[C@@H](CC(=O)NCCO)C(=O)N[C@@H](COC(=O)[C@@H](CC=C)Cc1ccc(F)cc1)Cc1c[nH]c2ccccc12
 : 2.7 | -10.7 | 1.7 | i | 10.2 | 1.3 | 20.9 | 1.4 | -3.8
48. CN(CC(=O)Nc1ccccc1Cl)C(=O)c1ccc(COc2ccccc2)cc1
 : -0.2 | -15.0 | 2.5 | i | -7.2 | -1.3 | 9.2 | 17.2 | -2.7
49. CSc1ccc(C#N)cc1NC(=O)c1ccc(Cl)cc1Cl
 : -1.6 | -17.1 | -3.7 | i | 1.2 | -3.6 | 12.9 | -8.8 | -3.2
50. COc1ccc(S(=O)(=O)Nc2ccccc2C(=O)NC(C)C)cc1OC
 : 1.0 | 0.0 | 0.0 | i | 18.8 | -5.2 | -6.1 | 8.1 | -8.2
51. C=CCN(CC=C)c1cnn(-c2nc3ccccc3[nH]2)c(=O)c1Cl
 : 8.9 | -9.0 | 3.1 | i | 9.9 | 1.3 | -3.2 | -9.4 | -5.3
52. CC(C)CCNc1nnnc2c1sc1nc(N3CCOCC3)c3c(c12)CC(C)(C)SC3
 : -2.6 | 13.4 | -4.3 | i | 3.9 | -1.9 | 30.9 | -4.5 | 2.7

2 records picked at random from those above:
Results follow in this order: MT1-MMP act inh | PABP1 MLLE inh | Rin1-Abl PPI inh | Neddyl block | NRP1-CendR mod | bovine MsrA act | FAS-TE inh | SKN-1 inh | E coli Lon inh
34. CC(=O)C1(C)N(O)C(C)(C)C(c2ccco2)=[N+]1[O-] (stereo not drawn)
 : -1.3 | -10.9 | -3.4 | i | -9.6 | -0.6 | -6.8 | -0.2 | 4.3
45. CC(C)OC(=O)CSc1nc(-c2ccc(F)cc2)nc2ccc(F)cc12
 : -4.4 | -6.1 | 6.8 | i | 1.5 | 2.4 | -0.8 | 34.1 | -7.1

Compounds were not picked by outcome, and some 4% of all compounds hit somewhere here.
